L3MBTL1 inh – L3MBTL1 (human) inhibition | AlphaScreen L3MBTL1–H3K9me1 peptide binding | Potency, µM (highest dose often 57.1 µM), inactives show top-dose activity, negative = inhibition, usual class: inhibitors | hit rate 0.66% among 230,000 | Q9Y468; note: nearly all actives have a fitted effect of over 60% in size
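L3MBTL1 (50 nM) pre-complexed 30 min with biotinylated H3(1-15)K9me1 peptide (75 nM), then compounds added for 30 min at room temperature; AlphaScreen streptavidin donor/nickel chelate acceptor beads (10 ug/mL final) read after 30 min dark incubation.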
Tau FP inhib – inhibitors of human tau fibril formation; P10636; K18 P301L tau heparin fibrillization, Alexa594 FP, 6 h; Potency, µM (highest dose often 57.7 µM), for inactives: top-dose activity, negative = inhibition, usual class: inhibitors; hit rate 0.39% among 280,000; note: nearly all actives have a fitted effect of over 55% in size
Target sequence (P10636 561-689 P618L limits assumed): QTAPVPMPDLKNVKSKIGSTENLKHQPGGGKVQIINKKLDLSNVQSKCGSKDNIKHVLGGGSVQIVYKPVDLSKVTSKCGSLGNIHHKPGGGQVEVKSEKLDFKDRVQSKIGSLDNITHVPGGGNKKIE
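Recombinant K18 P301L […], labeled with Alexa 594 at 0.24 uM over 15 uM unlabeled; heparin inducer 20 uM final; 37 C, 6 hr; FP endpoint.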
KDM4E inh – JMJD2E (human) inhibition; Potency, µM (titrated, usually from 57.1 µM), without a hit: at the highest dose activity change, negative = inhibition, usual class: inhibitors; JMJD2E catalytic domain, FDH-coupled NADH fluorescence (FDH is formaldehyde dehydrogenase); hit rate 1.6% among 230,000; active = well fitted inhibition curve with a large enough effect, not every such curve was filed as active; inconclusive = small, poorly fitted or top-dose-only effect, or another doubt; inactive = no such curve, though single readings can be large or run the other way;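 note: 0% = wells with enzyme and -100% = buffer wells without enzyme; nearly all actives have a fitted effect of over 50% in size; many of its hits are not listed in these tables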
Target sequence (B2RXH2 1-337 limits assumed): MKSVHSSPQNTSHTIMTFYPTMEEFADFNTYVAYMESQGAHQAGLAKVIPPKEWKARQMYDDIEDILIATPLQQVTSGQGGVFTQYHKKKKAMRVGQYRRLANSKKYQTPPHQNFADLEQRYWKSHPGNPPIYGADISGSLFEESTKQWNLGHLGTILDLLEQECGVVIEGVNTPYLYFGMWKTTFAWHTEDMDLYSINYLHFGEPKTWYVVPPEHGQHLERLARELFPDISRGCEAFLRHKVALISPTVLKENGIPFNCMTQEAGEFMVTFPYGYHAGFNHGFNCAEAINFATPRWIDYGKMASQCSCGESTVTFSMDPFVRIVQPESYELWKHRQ
Tau fibril ThT – tau fibrillization inhibition (ThT binding) | recombinant tau K18 P301L (four-repeat tau fragment), heparin-induced fibrillization, ThT fluorescence | P10636 | Potency, µM (top dose mostly 57.4 µM), inactives show at the highest dose activity, negative = inhibition, most hits filed as inhibitors | hit rate 2.1% among 270,000; note: nearly all actives have a fitted effect of over 55% in size
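Tau K18 P301L fragment (15 uM unlabeled plus 0.24 uM Alexa 594-labeled) in 100 mM sodium acetate pH 7 with compound, fibrillization induced by 20 uM heparin for 6 hr at 37 C. Thioflavin T (30 uM) added, fluorescence read after 1 hr (ex 450, em 510 nm).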
TR SRC2 fluor cs – Texas Red fluorescence interference in TRb-SRC2 counter-screen. TRb/SRC2 Texas Red total fluorescence interference. Potency, µM (titrated, usually from 106 µM), for inactives: top-dose fluorescence change, negative = quenching. hit rate 0.29% among 280,000; active = well fitted curve in either direction with a large enough effect; inconclusive = small, poorly fitted or top-dose-only effect
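Flags fluorescent or light-absorbing compounds by total fluorescence, S + 2P, at 555 nm excitation and 632 nm emission. Mixture: 20 nM Texas Red SRC2 peptide, 0.6 uM human TRb LBD, 1 uM T3, 5% DMSO; compound exposure 5 h at ambient temperature.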
RECQ1 inh – RECQ1 (human) helicase inhibition. P46063. RECQ1 DNA unwinding, red fluorescence kinetic read. Potency, µM (top dose mostly 57.3 µM), inactives show at the highest dose activity, negative = inhibition, hits mostly inhibitors. hit rate 0.54% among 240,000. AID 2549;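 note: plate controls were vehicle for no effect and no enzyme for full effect; nearly all actives have a fitted effect of over 30% in size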
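50 nM RECQ1T1 preincubated 15 min with compound in Tris pH 8.0 buffer with MgCl2, DTT, Tween-20 and 2.5 ug/ml poly(dI-dC); started with 200 nM TAMRA/BHQ-2 forked duplex and 2 mM ATP. Unwinding read as fluorescence (525/598 nm), two reads 2 h apart.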
TRb SRC2 PPI – TRbeta-SRC2 interaction inhibition. TRbeta-SRC2 peptide binding, fluorescence polarization; receptor liganded with 1 µM T3. Potency, µM (doses to about 106 µM), inactives show top-dose activity change, negative = inhibition, actives largely listed as inhibitors. hit rate 0.065% among 280,000. AID 1469;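 note: plate controls were bound peptide for no effect and peptide without receptor for full effect; nearly all actives have a fitted effect of over 50% in size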
Target sequence (P10828 whole entry, looked up): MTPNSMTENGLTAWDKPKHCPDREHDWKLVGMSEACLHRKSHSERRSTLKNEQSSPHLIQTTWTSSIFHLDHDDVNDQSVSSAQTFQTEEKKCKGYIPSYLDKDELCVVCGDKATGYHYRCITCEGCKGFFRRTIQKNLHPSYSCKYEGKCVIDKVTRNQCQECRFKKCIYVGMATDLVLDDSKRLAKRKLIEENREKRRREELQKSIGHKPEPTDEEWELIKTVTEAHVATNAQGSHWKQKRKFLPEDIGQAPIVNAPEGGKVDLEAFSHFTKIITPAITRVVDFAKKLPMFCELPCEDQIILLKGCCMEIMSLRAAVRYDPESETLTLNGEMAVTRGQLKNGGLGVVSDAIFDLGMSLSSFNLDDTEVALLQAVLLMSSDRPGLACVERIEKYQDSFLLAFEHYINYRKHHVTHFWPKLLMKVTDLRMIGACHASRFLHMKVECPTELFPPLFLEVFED
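Read-out is fluorescence polarization (555 nm excitation, 632 nm emission) of a Texas Red SRC2 coactivator peptide; loss of signal reflects blocked binding to human TRb ligand-binding domain in the presence of 1 uM T3.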
RGS12 GoLoco inh – inhibitors of human Gai1-RGS12 GoLoco interaction (red fluorophore); AID 880; Gai1:RGS12 GoLoco peptide FP, rhodamine, 10 min; Potency, µM (top dose mostly 61.6 µM), inactives show top-dose activity, negative = inhibition, hits mostly inhibitors; P63096; hit rate 0.44% among 230,000; active = well fitted inhibition curve with a large enough effect, not every such curve was filed as active; inactive = no such curve, though single readings can be large or run the other way; note: nearly all actives have a fitted effect of over 30% in size; many of its hits are not listed in these tables
An asterisk follows results filed as active; i = inactive; ? = inconclusive; . = not tested or not shown; [ ] = another dose, or the depositor's remark. Unless noted, calls come from the whole dose curve; as a rule, active = well fitted curve in the direction sought with a large enough effect; inconclusive = small, poorly fitted or top-dose-only effect, or another doubt; inactive = no such curve, though single readings can be large; an effect the other way counts as inactive or inconclusive. Unless noted, % is set by controls: 0 for no effect and ±100 for the full control effect; potency is the fitted concentration of half-maximal effect. An excerpt (hit frequency here may not be typical).

Sequence of screens – L3MBTL1 inh, Tau FP inhib, KDM4E inh, Tau fibril ThT, TR SRC2 fluor cs, RECQ1 inh, TRb SRC2 PPI, RGS12 GoLoco inh
- CCCC1CCC(c2ccc(/C(N)=N/O)cc2)CC1 (stereo not given)
  -25%, -1%, -4%, -3%, 0%, 8%, 3%, 12%
- CCOC(=O)C1=C(C)NC(=O)NC1c1c(O)ccc2ccccc12 (stereo not given)
  ., 4%, 10%, -10%, -1%, -2%, -9%, 0%
- C[C@H](NC(=O)OC(C)(C)C)C(=O)N/N=C/c1ccc2nccnc2c1
  2%, 2%, -23%, -2%, -5%, i, 1%, 4%
- CCC(C)NS(=O)(=O)c1ccc(-c2csnn2)s1 (stereo not given)
  ., -1%, 2%, -2%, -4%, -19%, 4%, 9%
- CCOc1ccc(-c2cn(-c3cccc(SC)c3)c(=O)[nH]2)cc1
  0%, 6%, -22%, ?, 2%, -4%, -4%, 85%[activator]
- CCOc1ccc(CCNC(=O)Cn2nnc(-c3ccc(C(F)(F)F)cc3)n2)cc1OCC
  ., -6%, ., 5%, 2%, ., -2%, .
- Cc1ccc(CSCCNS(=O)(=O)c2ccc(C)cc2)cc1
  12%, 15%, 5%, -7%, 1%, -9%, 12%, -3%
- COc1ccc(N(C(=O)C(C)C)S(=O)(=O)c2cccc([N+](=O)[O-])c2)cc1
  -10%, 10%, -16%, -7%, 1%, i, 2%, -3%
- CCOC(=O)N1CCC(NC(=O)CN2C(=O)COc3ccc(C(C)(C)C)cc32)CC1
  -1%, 2%, 0%, -17%, -2%, -2%, -3%, .
- CCCC(=O)Nc1ccc(-c2csc(N/N=C\c3ccncc3)n2)cc1
  ., ?, ?, ., -5%, ?, 1%, -7%
- CCOc1ccccc1NC(=O)CCS(=O)(=O)c1ccc2c(c1)oc(=O)n2C
  ., -8%, ., -5%, -1%, ., -2%, .
- O=C(COc1ccccc1)Nc1ccc(S(=O)(=O)Nc2ncccn2)cc1
  21%, -3%, -6%, 3%, 0%, -2%, 2%, 1%
- CC(=O)Nc1ccc(NC(=O)COC(=O)c2c3c(nc4ccccc24)CCN(Cc2ccccc2)C3)cc1
  -11%, 10%, -3%, -11%, -3%, -3%, -6%, .
- NC(=S)NNC(=O)c1ccccc1
  4%, 5%, -4%, -3%, 1%, i, -3%, 2%
- COc1ccc(CCC(=O)NCc2cn3ccccc3n2)cc1
  ., -5%, ?, ., -3%, -2%, -7%, -1%
- CCOc1ncccc1C(=O)N(C)CC1COc2ccccc2O1 (stereo not given)
  ., 2%, -3%, -8%, -1%, -1%, -4%, 4%
- O=C1C2CC=C(Cl)CC2C(=O)N1CNc1ccccn1 (stereo not given)
  ., -3%, 1%, -8%, 0%, -3%, 0%, 4%
- CC1CCCCC12NC(=O)N(CC(=O)Nc1ccccc1N1CCOCC1)C2=O (stereo not given)
  -6%, 5%, 1%, 9%, -3%, 1%, -5%, 2%
- CCOc1ccc(OCc2ccc(C(=O)O)o2)cc1
  32µM*, -7%, -10%, -1%, 2%, -6%, 4%, 1%
- COc1ccc(C(=O)Nc2ccc(N3CCCC3)cc2)cc1
  ., 7%, -6%, 7.9µM*, 4%, -4%, -2%, -22%
- O=C(Nc1cccc(Cl)c1)Nc1ccc2c(c1)OCO2
  -9%, 16%, 8%, ?, 1%, i, 5%, 0%
- CN1CCN(S(=O)(=O)c2ccc3c(c2)OCCO3)CC1
  ., 9%, 4%, 0%, -4%, -9%, -6%, 1%
- CC1(C)CC(=O)C2=C(C1)N(CC1CCCO1)C(=O)C2(NC(=O)c1cccnc1)C(F)(F)F (stereo not given)
  ., 3%, 1%, -4%, -3%, i, -1%, 1%
- CCn1c(CNc2ccc(OC)cc2)nnc1SCC(=O)c1ccc(OC)cc1
  -25%, -6%, 10%, ?, 0%, -2%, 6%, 20%
- Cc1nn(C)cc1CN(C)C(=O)CC12CC3CC(CC(C3)C1)C2
  -1%, 0%, -2%, -1%, -3%, 1%, -6%, -6%
- O=C(COc1ccccc1Cl)N1CCCC1
  ., 11%, -3%, 6%, 0%, -14%, -8%, 4%
- Cc1ccccc1-n1c(-c2cccnc2)n[nH]c1=S
  ., -2%, -3%, -3%, 0%, 19%, 2%, 5%
- CCOC(=O)Cn1c2ccc(C)cc2c2nc(C)sc21
  ., -3%, -7%, -7%, -2%, -4%, 0%, 2%
- COc1ccc(-c2c(C#N)c(SCC(=O)Nc3ccccc3C)nc(C)c2C(=O)Nc2ccc(Cl)cc2)cc1
  ., ?, ., 2%, 11%, ., 7%, .
- CCCCc1nc2c(c3c1C[C@H](C)OC3)CN(S(=O)(=O)c1ccccc1C(=O)OC)CC2
  ., 6%[11.6 µM], 3%[11.4 µM], 4%[11.5 µM], -4%[11.2 µM], 5%[11.5 µM], -1%[11.2 µM], 0%[14.2 µM]
- COC(=O)c1ccc(CSc2nnc(CNC(=O)COc3ccc(Cl)cc3)o2)o1
  ., 2%, -5%, -6%, -5%, -12%, -16%, 6%
- c1ccc(-c2cn3c(n2)-c2ccccc2C3)cc1
  -11%, 4%, 3.2µM*, ?, ?, -11%, -1%, 2%
- CCCOC(=O)C(C)n1c(-c2ccccc2)nc2ccccc2c1=O (stereo not given)
  25%, -15%, 4%, ?, -2%, -8%, 1%, 8%
- CC(=O)c1cc(C(=O)Nc2cc(C)cc(C)c2)c2ccccn12
  ., ?, ., -10%, ?, ., -4%, .
- CNc1nc(SC(C)C(=O)Nc2ccc(Cl)c(Cl)c2)nc(N2CCOCC2)n1 (stereo not given)
  26%, -4%, 7%, 10%, -1%, -1%, -3%, 9%
- CCOc1ccc(NC(=O)CSc2nc3ccccc3c(=O)n2CCC(=O)NC2CCCCC2)cc1
  ., 2%, ., 12%, ?, ., 1%, .
- O=C(NCc1cccs1)c1cc(-c2cccs2)on1
  3%, -9%, 1%, 5%, 2%, i, -19%, -6%
- CCOC(=O)N1CCC(N2Cc3cccc(C(=O)Nc4ccc(F)cc4)c3C2=O)CC1
  9%, -5%, 5%, 2%, -2%[53 µM], i, -28%[53 µM], 5%
- CCOC(=O)Cc1csc(N/N=C\c2cccc(Br)c2)n1
  -6%, 7%, -4%, ?, -3%, -17%, -21%, 44%[activator]
- CCOC(=O)Cn1c(=O)oc2cc(S(=O)(=O)N(C)Cc3ccco3)ccc21
  ., 1%, -1%, -14%, -2%, -1%, -8%, 45%[activator]
- CCOC(=O)C1(Cc2ccccc2C(F)(F)F)CCN(C(C)CCn2cccn2)CC1 (stereo not given)
  ?, -4%[2.34 µM], ?, ?, -25%, i, -12%, 19%
- CCNc1sc(C(=O)c2cccs2)c(N)c1C#N
  4%[11.4 µM], ?, -20%, 28µM*, -5%, -11%, -2%, -13%
- COc1cc(NC(=S)NC(=O)c2ccccc2F)ccc1NC(=O)c1cccs1
  -22%, 12%, 6%, -15%, -2%, i, -12%, 38%
- COC(=O)c1ccccc1NC(=O)/C=C/c1cc(OC)c(OC)c(OC)c1
  ., -11%, ?, -4%, -7%, -9%, -6%, 2%
- O=C(Oc1c(CN2CCOCC2)cc(Cl)c2cccnc12)c1ccccc1Cl
  14µM*, 4%, ?, ?, -1%, 13%, -4%, 9%
- COc1ccc(/C=C/C(=O)OCCC(C)C)cc1
  ., -2%, ., -14%, 0%, i, 7%, 7%
- CC(C)NC(=O)c1ccccc1NC(=O)C(C)Oc1ccccc1 (stereo not given)
  2%, -2%, ?, -4%, 1%, 0%, 2%, 5%
- Cc1cc(N=Nc2ccc(C)c(N=Nc3cc(C)c(N)cc3N)c2)c(N)cc1N
  ., -4%, ?, 4µM*, -5%, -9%, -1%, 6%
- Cn1nnnc1SCC(=O)Nc1nc2c(s1)CCCC2
  ., -5%, 3%, -4%, 0%, -6%, 0%, -5%
- CCOC(=O)c1c(N2C(=O)C3C4C=CC(C4)C3C2=O)sc2c1CCC(C)C2 (stereo not given)
  ?, 14%, -19%, -15%, 1%, 1%, 13%, 13%
- COc1ccc(C)cc1NC(=O)C(OC(=O)c1ccc(Cl)c(S(=O)(=O)N(C)c2ccccc2)c1)c1ccccc1 (stereo not given)
  3%, ?, -16%, -1%, 1%, i, -20%, 25%
- O=C(c1ccc(-c2cccc(C(F)(F)F)c2)o1)N1CCOCC1
  -2%, -2%, 4%, -8%, -3%, -9%, -11%, 1%
- CN(C)/C=N/C(=S)Nc1ccc(Cl)cc1Cl
  -8%, 5%, -26%, -5%, 1%, i, -1%, 9%
- O=C(c1cccc([N+](=O)[O-])c1)N1CCN(c2ccc(Cl)cc2)CC1
  1%, 6%, -2%, -4%, -1%, -1%, 3%, -8%
- CC1Cc2ccccc2N1C(=O)C1CCCN(S(=O)(=O)c2cccc3nsnc23)C1 (stereo not given)
  -16%, 2%, -4%, -8%, -1%, 9%, -4%, 6%
- CC1CCC2(CC1)NC(=S)N(C(C)(C)C)N2 (stereo not given)
  -2%, -4%, ?, -17%, 3%, i, -5%, 7%
- Cn1c(Oc2cccc(Cl)c2)nc2c1c(=O)n(Cc1ccccc1Cl)c(=O)n2C
  ., -6%, ., 2%, -1%, ., -3%, .
- Cc1cccn2cc(-c3ccc(Cl)cc3)nc12
  -4%, -2%, ?, 4%, -4%, i, 1%, 1%
- CC(C)CC(NC=C1C(=O)OC(C)(C)OC1=O)C(=O)O (stereo not given)
  53%[activator], -11%, 0%, -5%, 0%, -14%, -14%, -19%
- Cc1ccc(CSCCC(=O)NCCC2=CCCCC2)cc1
  8%, 9%, -6%, -13%, 4%, -1%, -3%, -1%
- O=C(Nc1cccc(C(F)(F)F)c1)Nc1ccc(N2CCCC2)c(S(=O)(=O)Nc2ccccc2Cl)c1
  -5%, ?, ?, ?, 1%, -24%, 5%, 2%
- Cc1ccc2cc(CCNC(=O)Cc3cccs3)c(=O)[nH]c2c1
  5%, 2%, ?, -9%, 0%, -2%, -8%, -1%

Taken from above.
TR SRC2 fluor cs result of `COC(=O)c1ccccc1NC(=O)/C=C/c1cc(OC)c(OC)c(OC)c1` stands at -7%
Tau fibril ThT result of `CC(C)NC(=O)c1ccccc1NC(=O)C(C)Oc1ccccc1` (stereo not given) stands at -4%

Screens: PubChem, National Center for Advancing Translational Sciences (NCATS)
